Compound activity: PubChem BioAssay, The Scripps Research Institute Molecular Screening Center
GBA activity up = glucocerebrosidase activity enhancement | P04062 | L444P Gaucher fibroblasts, 4-MU-glucoside fluorescence, 3 days | activation, % at 10 µM | 0.44% of 30,000 active | AID 784; in the data active means activation above about 65%;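 further: 0% = vehicle wells and 100% = positive control wells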
Starred values were filed as active, the others as inactive.

SMILES	GBA activity up
COc1ccc(/C=C/C(=O)Nc2ccccc2C(=O)O)cc1OC	-21.7
CC(=O)NC(Cc1ccccc1)C(=O)O (stereo not given)	-22.0
OCCN1CCN(CCCN2c3ccccc3Sc3ccc(Cl)cc32)CC1	-81.9
O=C(CCNNC(=O)c1ccncc1)NCc1ccccc1	-2.8
CCN(CC)CCNC(=O)c1cc(Cl)c(N)cc1OC	-31.5
C[C@]12CCC(=O)C=C1CC[C@@H]1[C@@H]2CC[C@@]2(C)[C@H]1CC[C@]2(O)C(=O)CO	-40.0
CC[N+](C)(CC)CCOC(=O)C(O)(c1ccccc1)C1CCCCC1 (stereo not given)	-11.6
CC(COc1ccccc1)NC(C)C(O)c1ccc(O)cc1 (stereo not given)	-19.7
c1ccc(CN(CC2=NCCN2)c2ccccc2)cc1	7.0
O=C(c1ccc(F)cc1)C1CCN(CCn2c(=O)[nH]c3ccccc3c2=O)CC1	-38.3
Cc1nc2ccccn2c(=O)c1CCN1CCC(C(=O)c2ccc(F)cc2)CC1	-30.9

5 structures from above, sorted by length of the SMILES, rising:
SMILES	GBA activity up
c1ccc(CN(CC2=NCCN2)c2ccccc2)cc1	7.0
CCN(CC)CCNC(=O)c1cc(Cl)c(N)cc1OC	-31.5
COc1ccc(/C=C/C(=O)Nc2ccccc2C(=O)O)cc1OC	-21.7
CC[N+](C)(CC)CCOC(=O)C(O)(c1ccccc1)C1CCCCC1 (stereo not given)	-11.6
Cc1nc2ccccn2c(=O)c1CCN1CCC(C(=O)c2ccc(F)cc2)CC1	-30.9

Not all compounds are listed; the hit share may differ from the screen's.
